Assay outcomes from PubChem BioAssay.
FEN1 inh: blocks human flap endonuclease 1 | Recombinant FEN1 flap cleavage, fluorescence, 15 min | Potency, µM (top dose mostly 114 µM), for inactives: top-dose activity change, negative = inhibition, hits mostly inhibitors | 390,000 tested, 0.35% active; further: nearly all actives have a fitted effect of over 65% in size
Target sequence (P39748 whole entry, looked up): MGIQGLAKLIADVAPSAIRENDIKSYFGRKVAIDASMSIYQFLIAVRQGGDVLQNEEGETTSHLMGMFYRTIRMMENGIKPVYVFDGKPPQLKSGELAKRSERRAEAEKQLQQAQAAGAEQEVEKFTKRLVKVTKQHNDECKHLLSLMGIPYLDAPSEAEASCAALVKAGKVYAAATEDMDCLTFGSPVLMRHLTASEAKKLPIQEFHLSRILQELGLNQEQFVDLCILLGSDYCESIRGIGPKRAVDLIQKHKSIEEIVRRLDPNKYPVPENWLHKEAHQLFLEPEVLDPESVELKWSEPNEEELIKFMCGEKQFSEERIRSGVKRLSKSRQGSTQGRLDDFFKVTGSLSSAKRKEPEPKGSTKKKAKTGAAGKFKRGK
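FEN1 at 10 nM preincubated with compounds 15 min at room temperature, then flap DNA substrate added at 50 nM final. Signal read at 0 and 15 min; concentration-response fitted with four-parameter Hill equation.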
TDP1 cell CPT: DT40-hTDP1 cell growth loss with CPT; Potency, µM (series often up to 46.2 µM), inactives show top-dose activity change, negative = growth inhibition, actives largely listed as inhibitors; 420,000 tested, 12% active; AID 686979; chicken DT40 Tdp1-/-;hTDP1 cells + 20 nM CPT, ATP luminescence, 48 h; further: nearly all actives have a fitted effect of over 55% in size
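Chicken DT40 Tdp1-/- cells stably complemented with human TDP1 were seeded at 400 cells/well in medium containing 20 nM camptothecin, exposed to pin-transferred compounds, and grown at 37 °C for at least 48 hr. Viability was read as ATP luminescence.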
KAT2A inh: GCN5L2 (KAT2A) acetyltransferase inhibition. Potency, µM (titrated, usually from 58.9 µM), for inactives: at the highest dose activity change, negative = inhibition, usual class: inhibitors. 390,000 tested, 0.21% active. AID 504327. Q92830. GCN5L2 HAT assay, ThioGlo1 CoA-SH fluorescence
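Compounds, pin-transferred from DMSO stocks, meet 20nM GCN5L2 for 15 min before the reaction begins with H3(1-25) peptide (75uM) and acetyl-CoA (70uM). Thiol-reactive ThioGlo1 reports CoA release over 20 min at room temperature.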
Starred values were filed as active, the others as inactive; ? = inconclusive; . = no result given; & = joins results of further samples; ! = not confirmed by another sample; [ ] = remark or other dose. The call rests on the fitted dose curve; in most records, active means well fitted curve in the direction sought with a large enough effect; inconclusive means small, poorly fitted or top-dose-only effect, or another doubt; inactive means no such curve, though single readings can be large; an effect the other way counts as inactive or inconclusive. On the % scale 0 is the no-effect control and ±100 the full control effect; potency means the concentration at half of the fitted maximal effect. The list is partial (hit frequency here may not be typical).

SMILES	FEN1 inh	TDP1 cell CPT	KAT2A inh
CC1CCCN(C(=O)CCS(=O)(=O)c2ccc3c(c2)NC(=O)C(C)S3)C1 (configuration not stated)	20.5%	?	-0.8%
Cc1ccc(-c2cccc(-c3cc(=O)oc4ccc(C(C)(C)C)cc34)c2)cc1	0.4%	?	-6.8%
CN1/C(=C\C=C2/SC(=S)N(CC(=O)O)C2=O)C(C)(C)c2ccccc21	?	-30.0%	-23.0%
C=CCn1c(SCC(=O)N2CCOCC2)nc2sc3c(c2c1=O)CCCC3	-0.4%	?	-4.9%
CCNS(=O)(=O)c1ccc(Br)c(C(=O)OC(C)C(=O)NCC2CCCCC2)c1 (configuration not stated)	-2.0%	-7.8%	-1.3%
CN(CCOc1ccccc1)C(=O)C1CCN(C(=O)c2ccc(F)cc2)CC1	14.4%	?	0.7%
CC1CN(c2ncnc3c2cnn3-c2ccc(Cl)cc2)CC(C)O1 (configuration not stated)	18.9%	?	-3.4%
CCOCCCN(CCC#N)S(=O)(=O)c1ccc(S(=O)(=O)N2CCCC2)cc1	-0.5%	-24.0%	-3.4%
O=C(c1ccccc1[N+](=O)[O-])N1CCN(c2ccc(N3CCOCC3)nn2)CC1	4.0%	-5.6%	-3.4%
Cc1c(C(=O)Nc2ccc(F)c(Cl)c2)sc2nc3n(c(=O)c12)CCC3	7.8%	?	-8.1%
CCc1ccc2[nH]c(O)c(N=Nc3nc(-c4ccccc4)cs3)c2c1	-12.1%	?	-7.6%
CC1=C(C(=O)N2CCOCC2)C(c2cccc(C)c2)NC(=S)N1 (configuration not stated)	0.9%	-19.6%	-3.6%
Cc1cccc(C)c1OCC(=O)N(Cc1cccs1)C1CCS(=O)(=O)C1 (configuration not stated)	11.4%	-28.8%	0.2%
CCOC(=O)Cc1csc(NC(=O)c2c(C)noc2C)n1	16.5%	-0.1%	.
CCOC(=O)c1nnn(-c2nonc2N)c1CN(CC)c1ccccc1	-3.7%	-20.6%	-7.0%

Given with each value named: 2 of the compounds above
CC1=C(C(=O)N2CCOCC2)C(c2cccc(C)c2)NC(=S)N1 (configuration not stated)
  FEN1 inh: 0.9%
  TDP1 cell CPT: -19.6%
  KAT2A inh: -3.6%
Cc1cccc(C)c1OCC(=O)N(Cc1cccs1)C1CCS(=O)(=O)C1 (configuration not stated)
  FEN1 inh: 11.4%
  TDP1 cell CPT: -28.8%
  KAT2A inh: 0.2%

Some entries already given with just TDP1 cell CPT and KAT2A inh:
SMILES	TDP1 cell CPT	KAT2A inh
CCOCCCN(CCC#N)S(=O)(=O)c1ccc(S(=O)(=O)N2CCCC2)cc1	-24.0%	-3.4%
CCNS(=O)(=O)c1ccc(Br)c(C(=O)OC(C)C(=O)NCC2CCCCC2)c1 (configuration not stated)	-7.8%	-1.3%
C=CCn1c(SCC(=O)N2CCOCC2)nc2sc3c(c2c1=O)CCCC3	?	-4.9%
CC1CN(c2ncnc3c2cnn3-c2ccc(Cl)cc2)CC(C)O1 (configuration not stated)	?	-3.4%

New compounds follow
SMILES	FEN1 inh	TDP1 cell CPT	KAT2A inh
Cc1cccc(N(C)c2ccc3cc(S(=O)(=O)N4CCCC4)ccc3n2)c1	10.8%&8.6%	16.4µM*!	?
COc1ccc(CNC(=O)[C@@H]2CC=C[C@@H]3CCN(Cc4ccc(Cl)c(Cl)c4)C(=O)[C@@H]32)cc1	-3.3%&-0.7%	23.1µM*	.
Cn1c(=O)oc2cc(S(=O)(=O)NC3CCCCCCC3)ccc21	-12.9%	-21.5%	-0.5%
O=C(/C=C\Nc1cccc(F)c1)c1cccs1	-1.9%	3.4%	-20.2%
Fc1ccc(-n2cc(-c3ccccc3)c3c(NN4CCOCC4)ncnc32)cc1	-14.6%	?	6.0%
COc1ccc2c(c1)OC[C@H]1[C@H]2N2C(=O)c3cc(Br)ccc3NC(=O)[C@@]2(C)[C@H]1c1ccccc1	-9.2%	-5.7%	-9.8%
COc1cccc(-c2cc(C(=O)NCCc3ccc(OC)c(OC)c3)no2)c1	-1.6%	4.5%	0.8%
COc1ccc(C(C#N)Nc2ccc(C)cc2)cc1 (configuration not stated)	10.5%	-0.3%	0.0%
O=C(CSc1ncn[nH]1)N/N=C/c1ccc(Br)cc1	-3.2%	0.8%	-5.4%
Cc1ccc(C(=O)CNc2ccc(C)cc2C)cc1	0.3%	23.1µM*	-4.7%
CCOC(=O)C[C@H]1c2ccc(C(F)(F)F)cc2S(=O)(=O)N1c1ccccc1	7.2%&-2.9%	?	.
O=C(NC1CCCC1)c1cc(-c2ccccc2)nc2ccccc12	0.9%	-4.1%	-9.9%
C=C1C(=O)O[C@@H]2C[C@@H](C)[C@@H]3C=CC(=O)[C@@]3(C)[C@@H](OC(C)=O)[C@H]12	0.3%	0.82µM*	1.0%
Cc1ccc(Nc2nc3ccccc3o2)cc1F	4.2%	8.2µM*	-0.6%
Cc1ccsc1/C=N/N=C1\C(=O)Nc2ccccc21	-7.4%	1.2%	-2.2%
O=C(Nc1ccc2oc(=O)ccc2c1)c1cc2ccccc2o1	5.1%	?	-9.8%
COc1ccccc1CNC(=O)C(=O)NCC1OCCCN1S(=O)(=O)c1ccc(F)cc1C (configuration not stated)	-0.6%	-12.2%	-14.1%
Nc1cc(N)nc(SCc2cccnc2)n1	2.7%	-2.7%	-4.2%
C[C@@H](NC(=O)c1nc[nH]c1C(=O)NCC(=O)OCc1ccccc1)c1ccccc1	-25.3%	-25.9%	-15.2%
COc1ccc(N2CSC3=C(C#N)C(c4cc(OC)c(OC)cc4OC)CC(=O)N3C2)c(OC)c1 (configuration not stated)	-17.4%	?	-22.0%
CCOCc1nnc(NC(=O)c2cc(OC)cc(OC)c2)s1	-2.8%	-26.9%	-0.4%
Nc1cc(=O)nc(SCC(=O)N(C2CCCCC2)C2CCCCC2)n1-c1ccccc1	-0.5%	?	-7.2%
CCCCN1C(=O)CC(Nc2ccc(CC)cc2)C1=O (configuration not stated)	-16.2%	0.7%	-7.5%
Cc1ccc(-c2nc(C#N)c(N3CCC(C)CC3)o2)cc1	-18.9%	?	-0.7%
CCc1ccccc1NC(=O)NNC(=O)c1ccc2ccccc2c1O	18.1%	-29.6%	-0.8%
Nc1nc2c(nc(Cl)n2C2OC(CO)C(O)C2O)c(=O)[nH]1 (configuration not stated)	.	?	-3.2%
COc1ccc(/C=c2\[nH]c(=O)/c(=C/c3ccc(OC)c(OC)c3)[nH]c2=O)cc1OC	-9.4%	-1.4%	.
COc1ccc(Nc2nc(N3CCOCC3)nc(N3CCOCC3)n2)cc1Cl	-11.3%	?	-15.8%
O=C(Nc1cccc(O)c1)N1CCOCC1	6.7%	10.5%	-2.1%
CC(C)(C)c1cc(C(=O)N2CCc3ccccc32)ccn1	1.8%	-20.4%	-4.0%

In the list so far, these have a tert-butyl group.
SMILES	FEN1 inh	TDP1 cell CPT	KAT2A inh
Cc1ccc(-c2cccc(-c3cc(=O)oc4ccc(C(C)(C)C)cc34)c2)cc1	0.4%	?	-6.8%
CC(C)(C)c1cc(C(=O)N2CCc3ccccc32)ccn1	1.8%	-20.4%	-4.0%

Next structures
SMILES	FEN1 inh	TDP1 cell CPT	KAT2A inh
O=C(O)CC(=O)Nc1ccc(Oc2ccc(C(F)(F)F)cn2)c(Cl)c1	12.9%	17.0%	-16.3%
OC(CN1CCN(c2ccc(F)cc2)CC1)c1ccc(Cl)cc1 (configuration not stated)	-6.3%	-27.1%	2.6%
Cc1ccc(S(=O)(=O)N2CCOCC2)cc1NC(=O)CNCc1ccc(Cl)cc1Cl	6.4%	?	-2.8%
Cc1ccccc1Nc1nn2c(=O)c3ccc(C(=O)NCc4cccs4)cc3nc2s1	8.5%	16.4µM*	-10.0%
Cc1nonc1C(=O)N/N=C/c1ccc(O)cc1	5.6%	22.5%	-3.1%
COc1cccc(C(=O)NC2(C(F)(F)F)C(=O)Nc3c2c(=O)[nH]c(=O)n3-c2ccc(C)cc2)c1 (configuration not stated)	19.1%	25.9µM*	-0.8%
CCc1ccc(N(C)S(=O)(=O)c2ccc3[nH]cc(C(=O)NCC4CCCO4)c(=O)c3c2)cc1 (configuration not stated)	-12.5%	?	-4.3%
O=C(CNC(=O)c1cccs1)NCC(=O)OCc1ccc(F)cc1	18.2%	-6.5%	1.9%
CN(C)CC(O)COc1ccc(C(C)(C)c2ccc(OCC(O)CN(C)C)cc2)cc1 (configuration not stated)	-8.3%	?	?
COc1cc(OC)c(NC(=O)Nc2nnc(N(C)C3CCCCC3)s2)cc1Cl	0.8%	20.6µM*	-1.5%
CCCC(=O)NCc1cc(-c2nn(C)c(=O)c3ccccc23)ccc1C	0.3%	-27.7%	-3.6%
O=c1[nH]c(NCCO)nnc1Cc1ccccc1	-5.3%	11.5%	0.9%
CC(=O)c1ccc(N2CCN(C(=O)Nc3ccc(C)cc3)CC2)cc1	-4.7%&-3.0%	?	-3.9%&-2.6%
O=C(Cc1ccc(F)cc1)N1CCC(N2CCC(C(=O)N3CCOCC3)CC2)CC1	-2.5%	-0.4%	0.0%
CCN(CC)CCOC(=O)c1ccc(Cl)cc1	-1.7%	-11.8%	-3.7%[0.501 µM]
CCOc1ccc(S(=O)(=O)N2CCCCC2)cc1NC(=O)Cc1ccccc1	7.4%	?	-1.4%
CCOC(=O)c1c(O)c2cccc3c2n(c1=O)CC3	5.5%	5.2%	-1.1%
COc1ccc(CNC(=O)CCCn2c(=O)c3cccn3c3cccnc32)cc1	-6.1%	?	-1.3%
O=C(NC1CCCCCCC1)c1ccc(CNc2c(N3CCOCC3)c(=O)c2=O)cc1	20.6%	6.5%	1.5%
CCn1c(=O)c(-c2ccccc2)c(O)c2ccccc21	11.6%	14.1%	-0.8%
O=c1c2[nH]c3ccc(Cl)cc3c2ncn1Cc1ccccn1	0.5%	-7.5%	0.2%
CCOC(=O)C1Cn2c(nc3c(c2=O)C2(CCCC2)Cc2ccccc2-3)S1 (configuration not stated)	-10.7%	?	-9.5%
CC(C)=CCC/C(C)=C/CC/C(C)=N/O	-4.7%	3.8%	?
O=C(CN1CCN(c2ccccc2O)CC1)Nc1ccccc1C(=O)NCCc1ccccc1	?	23.1µM*	-7.2%
CCOc1ccc(-n2c(SCC(=O)NC3CCS(=O)(=O)C3)nnc2-c2cccnc2)cc1 (configuration not stated)	-6.8%	9.9%	-4.7%
COc1cc(OC)cc(C(=O)OCC(=O)Nc2sccc2C(N)=O)c1	?	?	0.4%
Cc1nc(N2CCN(c3ccccn3)CC2)c2c(C)c(C(=O)Nc3ccccc3F)sc2n1	-7.7%	?	-6.2%
CCC/C=N/NC(=O)c1ccc(F)cc1	4.8%	-12.9%	-3.1%
COc1ccc(NS(=O)(=O)c2ccc(O)c(NC(=O)c3ccc(S(=O)(=O)N4CCCC4)cc3)c2)cc1	9.3%	-3.2%	-6.2%
O=C(OCC(=O)N1CCN(S(=O)(=O)c2ccc(Cl)cc2)CC1)C1CC1	-16.8%	-20.0%	-0.3%
N#CC1=C(N)N2C(=C(C#N)C13CCN(Cc1ccccc1)CC3)Nc1ccccc12	-20.4%	-29.9%	-7.4%
COc1cccc(NC(=O)Nc2cc(C)ccc2F)c1	-23.4%	-16.9%	-0.9%
